# High-throughput results (PubChem BioAssay)
# uPA surface inh: cell surface uPA generation inhibition; cell surface uPA generation assay, qHTS; Potency, µM (doses to about 38.3 µM), without a hit: top-dose activity change, negative = inhibition, hits mostly inhibitors; 330,000 tested, 0.31% active; AID 540303; active means well fitted inhibition curve with a large enough effect; inconclusive means small, poorly fitted or top-dose-only effect; inactive means no such curve, though single readings can be large or run the other way; tested in mouse RAW 264.7 cells; further: potency means the concentration at half of the fitted maximal effect; on the % scale 0 is the no-effect control and ±100 the full control effect; nearly all actives have a fitted effect of over 55% in size
# p53 reactivation: mutant p53 re-activation in reporter cells. 320,000 tested, 0.063% active. Potency, µM (titrated, usually from 92.2 µM), inactives show at the highest dose activity change, positive = activation, actives largely listed as activators. H1299 p53-A138V BP100-luciferase reporter, luminescence, 24 h; further: potency means the concentration at half of the fitted maximal effect; % of control where 0% means no effect; nearly all actives have a fitted effect of over 45% in size
#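 p53-null H1299 cells stably carrying temperature-sensitive p53-A138V and a BP100-luciferase reporter were pinned with compounds (4-point, 1:5 series) and held 24 hrs at 37 deg C. Luminescence was read 10 min after detection reagent.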
# TRPV1 ag: activates the human vanilloid receptor TRPV1 | Q8NER1 | TRPV1-expressing cells, Fluo-8 calcium influx, agonist mode | activation, % at 8.33 µM | 320,000 tested, 0.19% active; in the data active means activation above about 80%; inconclusive means between about 30% and that limit; further: 0% is about no effect
#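 Cells expressing TRPV1 were dye-loaded with Fluo-8 and read kinetically: 10 s baseline, 3 min after compound (agonist portion), then 2 min after EC20 capsaicin (allosteric enhancer portion). Calcium-bound dye fluorescence at 480/520 nm.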
# ASM inhibitor: blocks human secretory acid sphingomyelinase. P17405. Potency, µM (doses to about 57.5 µM), for the others: top-dose activity change, negative = inhibition, actives largely listed as inhibitors. 340,000 tested, 0.006% active. AID 504937. placental ASM, HMU-PC fluorogenic substrate, 60 min; further: potency means the concentration at half of the fitted maximal effect
#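 qHTS format. ASM enzyme prepared from human placenta hydrolyses the fluorogenic substrate HMU-PC0 (9 uM final) over 60 min at 37 °C after a 10 min compound preincubation.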
# USP2a block: blocks human ubiquitin-specific protease USP2a; O75604; AID 463254; 330,000 tested, 0.01% active; Potency, µM (doses to about 38.3 µM), for inactives: top-dose activity change, negative = inhibition, usual class: inhibitors; USP2 core, Ub-CHOP2 coupled fluorogenic reporter, 485/531;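 further: potency means the concentration at half of the fitted maximal effect; plate controls were DMSO wells for no effect and full inhibition by NEM control for full effect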
#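 USP2 core (10nM final) preincubated 30min RT with compound in 20mM Tris-HCl pH 8.0, 2mM CaCl2, 2mM beta-mercaptoethanol, 0.05% CHAPS; 25nM Ub-CHOP2 plus 25nM reporter substrate added, fluorescence (Ex485/Em531) read after 60min.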
# B2AR arrestin: beta2AR (human) beta-arrestin recruitment activity; 330,000 tested, 0.02% active; beta-arrestin recruitment to beta2AR, cell-based reporter; AID 492947; Potency, µM (series often up to 46.1 µM), inactives show top-dose activation, hits mostly activators;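 further: potency means the concentration at half of the fitted maximal effect; 0% = DMSO controls and full agonism = EC100 isoproterenol or metaproterenol; nearly all actives have a fitted effect of over 65% in size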
# Target sequence (P07550 whole entry, looked up): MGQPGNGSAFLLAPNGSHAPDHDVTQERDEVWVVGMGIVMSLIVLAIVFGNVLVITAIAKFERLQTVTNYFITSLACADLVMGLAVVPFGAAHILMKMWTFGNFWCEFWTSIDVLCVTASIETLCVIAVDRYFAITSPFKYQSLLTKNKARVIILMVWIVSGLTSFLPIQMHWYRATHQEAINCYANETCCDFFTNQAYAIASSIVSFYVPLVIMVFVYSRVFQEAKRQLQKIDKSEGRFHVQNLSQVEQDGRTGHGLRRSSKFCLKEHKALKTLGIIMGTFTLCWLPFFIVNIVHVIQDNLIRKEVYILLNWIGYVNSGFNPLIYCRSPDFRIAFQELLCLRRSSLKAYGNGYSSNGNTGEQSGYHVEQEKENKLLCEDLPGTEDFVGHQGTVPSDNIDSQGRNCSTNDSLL
# PTAP TSG101 blk: blocks PTAP/TSG101 interaction to inhibit HIV-1 budding | Q99816 | Fluorescence polarization, FITC-PTAP peptide / Tsg101 binding | Potency, µM (series often up to 115 µM), without a hit: at the top dose activity change, negative = inhibition, usual class: inhibitors | 340,000 tested, under 10 active | AID 493005; active means well fitted inhibition curve with a large enough effect in the main read-out, with a control signal flat, not every such curve was filed as active; inconclusive means small, poorly fitted or top-dose-only effect, or effect the other way, or a change in a side signal; inactive means no such curve, though single readings can be large or run the other way; further: potency means the concentration at half of the fitted maximal effect; % of control where 0% means no effect
#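 Steps: Tsg101 binding domain dispensed (10 uM final), compounds pinned in DMSO, FITC-labeled PTAP-motif peptide added (50 nM final); after 20 min binding at room temperature, polarization measured.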
# Eya2 phos inh: Eya2 (human) phosphatase inhibition | 330,000 tested, 0.006% active | O00167 | Potency, µM (titrated, usually from 76.9 µM), for inactives: top-dose activity, negative = inhibition, actives largely listed as inhibitors | recombinant Eya2, OMFP fluorescence dephosphorylation (OMFP is methylfluorescein phosphate) | AID 488837; further: potency means the concentration at half of the fitted maximal effect; on the % scale 0 is the no-effect control and ±100 the full control effect
# Target sequence (O00167 whole entry, looked up): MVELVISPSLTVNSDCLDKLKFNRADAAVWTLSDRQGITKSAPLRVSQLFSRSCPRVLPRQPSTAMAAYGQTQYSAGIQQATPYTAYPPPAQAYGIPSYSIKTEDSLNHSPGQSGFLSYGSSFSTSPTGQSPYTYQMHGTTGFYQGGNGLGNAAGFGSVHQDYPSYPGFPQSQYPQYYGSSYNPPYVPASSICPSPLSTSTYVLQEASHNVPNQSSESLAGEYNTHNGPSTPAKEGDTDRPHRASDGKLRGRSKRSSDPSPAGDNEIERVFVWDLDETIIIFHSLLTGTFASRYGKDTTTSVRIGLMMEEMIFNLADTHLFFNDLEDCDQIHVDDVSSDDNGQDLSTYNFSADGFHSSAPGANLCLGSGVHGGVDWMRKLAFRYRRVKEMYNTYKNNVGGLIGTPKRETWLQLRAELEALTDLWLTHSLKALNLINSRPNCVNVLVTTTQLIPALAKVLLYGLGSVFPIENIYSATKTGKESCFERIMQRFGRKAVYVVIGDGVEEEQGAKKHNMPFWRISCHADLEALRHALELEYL
#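 Eya2 protein (added as 0.2 uM solution) was preincubated with compound for 10 min at ambient temperature in 50 mM HEPES pH 7.5, 50 mM NaCl, 5 uM MgCl2, 0.05% BSA, 1 mM DTT. OMFP (added at 50 uM) then reacted 10 min; fluorescence read at 485/525 nm.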
# BRCA1 expr act: increases BRCA1 expression; MCF7-BRCA1-FFLuc reporter, luminescence, 48 h; response scale: scaled: vehicle 0%, 10 µM genistein 100%; Potency, µM (series often up to 46.1 µM), for inactives: top-dose activation, hits mostly activators; 380,000 tested, 1.1% active; further: potency means the concentration at half of the fitted maximal effect; nearly all actives have a fitted effect of over 80% in size; some results filed as inactive show a strong effect at the top dose
#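 Activators of BRCA1 expression were detected as increased firefly luciferase luminescence in engineered MCF7 cells after 48 h compound incubation. Signals were scaled to genistein 10 microM as full activation.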
# ELG1 genotox: inducers of genotoxicity in HEK293T ELG1-luciferase cells | 330,000 tested, 1.3% active | AID 504466 | HEK293T ELG1-luciferase reporter, luminescence, 16 h | Potency, µM (highest dose often 46 µM), inactives show at the top dose activity change, positive = activation, actives largely listed as activators; further: potency means the concentration at half of the fitted maximal effect; % of control where 0% means no effect; nearly all actives have a fitted effect of over 60% in size
#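 Luminescence read-out: rising ELG1-luciferase signal, reflecting elevated ELG1 protein under genetic stress, flags genotoxic compounds. Cells were treated for 16 hr at 37 °C before ONE-Glo detection.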
# a7 integrin act: activates integrin-mediated alleviation for muscular dystrophy. alpha7betagal myoblasts, beta-gal FDG fluorescence, 48 h. Potency, µM (top dose mostly 38.3 µM), for inactives: at the top dose activation, usual class: activators. 350,000 tested, 0.064% active. AID 624291;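 further: potency means the concentration at half of the fitted maximal effect; 100% = response of the positive control SU9516; nearly all actives have a fitted effect of over 60% in size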
#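 Alpha7betagal+/- myoblasts (passage 13) were plated 16-24 hr, then exposed to compounds (1:260 dilution of DMSO stock) for 48 hours at 37C. After MPER lysis, β-galactosidase reporter activity was read as FDG fluorescence (ex 480/em 540) after 30 minutes.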
# Active calls of the source: *; ? = inconclusive; · = not tested or not shown; & = joins results of further samples; [ ] = dose if it differs, or a comment. Unless noted, the call rests on the fitted dose curve; in most records, active means well fitted curve in the direction sought with a large enough effect; inconclusive means small, poorly fitted or top-dose-only effect, or another doubt; inactive means no such curve, though single readings can be large; an effect the other way counts as inactive or inconclusive. Rows were taken by chance (roughly 2.6% active in at least one column).
# Start of the data: the first three entries, to show the layout:
no.	canonical_smiles	uPA surface inh	p53 reactivation	TRPV1 ag	ASM inhibitor	USP2a block	B2AR arrestin
1	O=c1[nH]c(CSc2ncc(C(F)(F)F)cc2Cl)nc2ccccc12	2%	4%	3	-1%	1%	-0.1%
2	c1csc(-c2nc(-c3ccncc3)no2)c1	-5%	?	3	3%	0%	-0.1%
3	CCCCOC(=O)C1=C(C)Nc2ncnn2C1c1ccc(OC)c(OC)c1OC (centres undefined)	·	-7%	23	118%[activator]	4%	3.7%

no.	PTAP TSG101 blk	Eya2 phos inh	BRCA1 expr act	ELG1 genotox	a7 integrin act
1	0%	-1%	69%	10%	17%
2	-5%	1%	4.5µM*	?	0%
3	-3%	4%	-8%	0%	-6%

# This part in full, previewed entries included:
no.	canonical_smiles	uPA surface inh	p53 reactivation	TRPV1 ag	ASM inhibitor	USP2a block	B2AR arrestin
1	O=c1[nH]c(CSc2ncc(C(F)(F)F)cc2Cl)nc2ccccc12	2%	4%	3	-1%	1%	-0.1%
2	c1csc(-c2nc(-c3ccncc3)no2)c1	-5%	?	3	3%	0%	-0.1%
3	CCCCOC(=O)C1=C(C)Nc2ncnn2C1c1ccc(OC)c(OC)c1OC (centres undefined)	·	-7%	23	118%[activator]	4%	3.7%
4	CC(=O)C1CCC2C3CC=C4CC(SC(=N)N)CCC4(C)C3CCC12C (centres undefined)	-7%	·	·	-17%	·	·
5	CC(=O)NCc1ccc(-c2csc(NC(=O)CCc3nc4ccccc4c(=O)[nH]3)n2)s1	-1%	-3%	·	-2%	-1%	0.7%
6	Cc1cc(C)n(-c2nc(NC(C)C)nc(NC(C)C)n2)n1	-10%	4%	2	-3%	2%	13µM*
7	O=C(NCC(c1cccnc1)N1CCN(c2ccccc2)CC1)c1ccco1 (centres undefined)	1%	·	·	0%	·	·
8	O=c1cc(NCCCO)c2ccccc2o1	-5%	1%	7	-1%	-4%	0.0%
9	CCC(=O)Nc1ccc(C(=O)CSc2nnc(CNc3ccc(Cl)cc3)o2)cc1OC	-18%	-5%	-1	-3%	4%	-1.5%
10	C#CCOCCOCCOCCNc1nc(N2CCN(C(=O)[C@H](CCCCN)n3cc(C(N)CC(C)C)nn3)CC2)nc(N2CCN(C(=O)[C@H](CCC(=O)O)n3cc(C(N)[C@H](C)CC)nn3)CC2)n1 (some centres undefined)	0%	1%	-1	6%	-1%	-0.4%

no.	PTAP TSG101 blk	Eya2 phos inh	BRCA1 expr act	ELG1 genotox	a7 integrin act
1	0%	-1%	69%	10%	17%
2	-5%	1%	4.5µM*	?	0%
3	-3%	4%	-8%	0%	-6%
4	-10%	·	-103%	·	-54%[inhibitor]
5	1%	-12%	-12%	-4%	-7%
6	-1%	7%	-29%&4%	-5%	-33%[7.66 µM]
7	-8%	·	0%	·	-8%
8	-4%	4%	2%	-1%	0%
9	-4%	-2%[15.4 µM]	-61%	-12%	-21%
10	-7%	?	28%	15%	16%

# (continued)
no.	canonical_smiles	uPA surface inh	p53 reactivation	TRPV1 ag	ASM inhibitor	USP2a block	B2AR arrestin
11	Cc1nnc(NC(=O)c2csc3c2CCC(C)C3)s1 (centres undefined)	-2%	-3%	-5	0%	0%	0.5%
12	CCN(CCNC(=O)c1cc(C)nn1-c1ccccc1)c1ccccc1	-6%	-2%	-1	1%	0%	-0.1%
13	O=C1CSC(c2ccc([N+](=O)[O-])cc2)N1c1ccc(O)cc1 (centres undefined)	5%	-1%	-2	2%	-1%	-0.4%
14	CCOc1ccc(S(=O)(=O)Nc2ccc(C(=O)N/N=C/c3c(C)nn(-c4ccccc4)c3N3CCCC3)cc2)cc1	-3%	-4%	-3	15%	-1%	0.2%
15	O=C(CCNC(=O)c1ccco1)NCc1ccc(F)cc1	5%	2%	·	0%	-5%	-0.1%
16	CC(C)Cn1c(CCCNC(=O)c2ccc(F)cc2)nc2ccccc21	-3%	-6%	?	5%	0%	-0.2%
17	CCCCc1ccc(NC(=S)NCCCN2CCOCC2)cc1	-1%	-4%	-1	1%	2%	7.6%
18	O=C(N/N=C/c1cccc(Cl)c1)C(c1ccncc1)N1CCOCC1 (centres undefined)	2%	-5%	-1	0%	0%	-0.6%
19	Brc1ccc2c(c1)C(C1=NCCN1)c1ccccc1CS2 (centres undefined)	0.5µM*	-5%	-6	-4%	3%	-0.6%
20	COc1ccc(C)cc1N(CC(=O)Nc1cccc(N(C)S(C)(=O)=O)c1)S(C)(=O)=O	-29%	-4%	2	1%	4%	0.0%

no.	PTAP TSG101 blk	Eya2 phos inh	BRCA1 expr act	ELG1 genotox	a7 integrin act
11	-2%	2%	20%	-15%	-18%
12	-2%	1%	0%	9%	-6%
13	-4%	0%	0%	-6%	?
14	-8%	2%	-2%	0%	-17%
15	-3%	-17%	32%	0%	-2%
16	-1%	10%	-18%	8%	3%
17	-3%	-7%	-1%	-3%	0%
18	-4%	?	0%	-2%	1%
19	-1%	0%	0%	-9%	16%
20	-8%	-1%	-24%	-14%	-16%

# (list continues)
no.	canonical_smiles	uPA surface inh	p53 reactivation	TRPV1 ag	ASM inhibitor	USP2a block	B2AR arrestin
21	COc1ccc(-c2noc(CCC(=O)N3CCC(C)CC3)n2)cc1	·	0%	?	1%	2%	-0.3%
22	C=CCSc1nc2sc3c(c2c(=O)n1CC=C)CCc1ccccc1-3	-2%	5%	-1	-5%	2%	0.0%
23	CCOc1cc(CNCCN2CCOCC2)ccc1OCc1ccccc1Cl	3%	-6%	-7	5%	0%	-0.2%
24	Cc1ccc(NS(=O)(=O)c2ccc3c(c2)NC(=O)CCS3)cc1C	3%	-8%	?	4%	0%	0.5%
25	COc1cc(CNn2nnnc2N)cc(Br)c1OCc1c(Cl)cccc1Cl	-4%	-2%	6	-12%	-1%	-2.2%
26	CC(=O)NC(Cc1ccc(C)cc1)C(=O)NC1CCN(C(=O)c2ccc([N+](=O)[O-])cc2)CC1 (centres undefined)	10%	-6%	1	4%	1%	-0.3%
27	CCCn1c(N)c(N(CCOC)C(=O)COC(=O)c2ccccc2NCCO)c(=O)[nH]c1=O	-2%	2%	0	·	0%	-0.1%
28	Cc1ccc(C)c(NC(=O)CN(C)C(=O)c2cc(S(=O)(=O)N3CCOCC3)ccc2N2CCCC2)c1	2%	-2%	-11	0%	1%	0.4%
29	COc1ccccc1-c1nnc(NC(=O)Cc2ccccc2)o1	-7%	3%	-3	2%	1%	-0.1%
30	C=COCCCNc1ncnc2sc(-c3ccccc3)cc12	?	-5%	?	-16%	-2%	-1.0%

no.	PTAP TSG101 blk	Eya2 phos inh	BRCA1 expr act	ELG1 genotox	a7 integrin act
21	-4%	-6%	7%	2%	5%
22	-3%	2%	4%	-1%	-24%
23	-4%	10%	-24%	-3%	-72%[inhibitor]
24	-3%	0%	-28%&-53%	-10%	?
25	-1%	3%	-51%	-10%	-18%
26	-5%	4%	-2%	1%	-6%
27	0%	3%	58%	24%	18%
28	-2%	-3%	-28%	-1%	5%
29	4%	2%	-8%	-3%	-25%
30	1%	5%	-25%	-10%	?

# The list goes on.
no.	canonical_smiles	uPA surface inh	p53 reactivation	TRPV1 ag	ASM inhibitor	USP2a block	B2AR arrestin
31	CCN(C[C@H]1N[C@@](CC)(C(=O)OC)[C@H]2C(=O)N(Cc3ccccc3)C(=O)[C@@H]12)C(=O)Nc1ccc(OC)cc1	-6%	18%	·	-5%	1%	-2.7%
32	Clc1ccc(N2CCN(Cc3ccco3)CC2)cc1	0%	·	2	-1%	-2%	0.1%
33	Nn1c(SCC(=O)NC2CCCCCC2)nnc1C(F)(F)F	1%	12%	·	0%	0%	0.0%
34	Cc1ccc(C2=N/C(=C\c3cccc(F)c3)C(=O)O2)cc1	-15%	26%	1	33%[activator]	1%	-0.4%
35	CCN(CC)CCNc1ncnc2c1sc1nc(N3CCOCC3)c3c(c12)CCCC3	-6%	-1%	0	-18%	-8%	0.1%
36	CCN(CC)CCN1C(=O)C2C(C(=O)Nc3ccc(Br)cc3)C3C=CC2(O3)C1C(=O)NC1CCCCC1 (centres undefined)	-5%	-5%	-1	6%	0%	0.3%
37	O=C(CNCC(=O)Nc1ccc(F)c(F)c1F)Nc1ccc(F)c(F)c1F	-2%	-4%	10	4%	4%	-0.5%

no.	PTAP TSG101 blk	Eya2 phos inh	BRCA1 expr act	ELG1 genotox	a7 integrin act
31	-6%	-14%	16%	-2%	8%
32	-7%	?	-1%	4%	26%
33	-1%	-11%	-3%	-1%	-9%
34	1%	3%	-3%	0%	-12%
35	-3%	-4%	-1%	?	-80%[inhibitor]
36	-1%	-5%	-7%	0%	-43%
37	-1%	-6%	4%	5%	-25%
